# Source: PubChem
# Tat transport – inhibitors of E. coli Tat protein transport; inhibition, % at 10 µM; AID 488895; hit rate 0.036% among 340,000; E. coli MC4100 TorA-mCherry Tat export, fluorescence;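 active = mean replicate inhibition at least 50% and at least half of replicates individually reaching 50%; inconclusive = only one of the two criteria met; inactive = neither criterion met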;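 also: exported cargo escapes ClpAP degradation while cytoplasmic cargo is degraded and loses fluorescence; 0% = median of neutral control wells and 100% = median of NaSCN control wells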
# SR-BI uptake up – enhances SR-BI lipid uptake from DiI-HDL. CHO ldlA[mSR-BI] cells, DiI-HDL uptake fluorescence, 3 h; 100 = double the neutral-control signal. activation, % at 12.5 µM. hit rate 0.096% among 320,000;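 active = mean replicate activation of at least 60% and every replicate at or above 60%; inconclusive = mean or all-replicate condition met, but not both; inactive = mean below 60% and not all replicates reaching 60%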;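 also: 0% = median plate neutral-control signal and 100% = twice that signal; values of inactives mirror those of a sister screen read the other way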
#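 System: LDL receptor-deficient CHO ldlA cells overexpressing murine SR-BI | Timing: 3 h uptake period with compound, 37 °C | Medium: HEPES-buffered (25 mM, pH 7.4) F12 plus 0.5% BSA | Dosing: Single-point compound dose | Signal: Bottom-read fluorescence, 550/595 nm | Read-out: Retained DiI signal reflecting DiI-HDL uptake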
# Wnt act – activators of Wnt/beta-catenin signaling. Wnt/beta-catenin reporter cell assay, activator, plate reader. activation, % at 9.35 µM. hit rate 1.2% among 300,000; in the data active = activation above about 30%, passing the limit was not always enough; inconclusive = no clear call, values can overlap the other calls;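 also: 0% = neutral control wells and 100% = positive control wells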
# CAL PDZ FP-1 – CAL PDZ (human) peptide binding inhibition; Q9HD26; purified CAL PDZ, TMR-peptide fluorescence polarization, 1 h; inhibition, % at 24.9 µM; hit rate 0.92% among 300,000; AID 602252;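 active = mean inhibition of at least 30% with at least half of replicates also reaching 30%; inconclusive = no clear call, values can overlap the other calls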;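 also: 0% = DMSO neutral control and 100% = excess unlabeled competitor peptide PRC23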
# SR-BI HDL uptake – blocks mouse SR-BI lipid uptake from DiI-HDL. ldlA[mSR-BI] CHO cells, DiI-HDL uptake fluorescence, 3 h. inhibition, % at 12.5 µM. hit rate 0.96% among 320,000;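 active = mean replicate inhibition of at least 70% and a set share of replicates each scoring 70 or more; inconclusive = meets just one of the two criteria; inactive = fails both criteria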;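 also: 0% = median of neutral control wells and 100% = median of positive control wells; values of inactives mirror those of a sister screen read the other way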
# Target sequence (Q61009 whole entry, looked up): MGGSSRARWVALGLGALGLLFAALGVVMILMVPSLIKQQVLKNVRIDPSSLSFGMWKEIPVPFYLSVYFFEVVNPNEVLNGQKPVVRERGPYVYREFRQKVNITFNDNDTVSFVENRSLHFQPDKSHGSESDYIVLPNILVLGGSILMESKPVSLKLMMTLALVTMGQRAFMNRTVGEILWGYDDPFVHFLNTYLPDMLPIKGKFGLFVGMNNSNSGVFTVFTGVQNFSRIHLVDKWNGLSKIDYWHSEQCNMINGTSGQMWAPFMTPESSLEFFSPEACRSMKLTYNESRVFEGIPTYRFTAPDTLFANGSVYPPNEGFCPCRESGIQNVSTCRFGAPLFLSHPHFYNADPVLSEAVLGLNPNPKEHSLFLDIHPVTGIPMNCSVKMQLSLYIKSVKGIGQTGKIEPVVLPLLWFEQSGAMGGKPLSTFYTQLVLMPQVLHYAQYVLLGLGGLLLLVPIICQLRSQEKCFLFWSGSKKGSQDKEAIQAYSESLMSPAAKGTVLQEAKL
# Ecoli viability – reduces bacterial viability in AddAB counter-screen; hit rate 0.27% among 330,000; E. coli V3065 growth, OD600 absorbance, 18 h; inhibition, % at 11.9 µM;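 active = inhibition above the campaign's mean inhibition across all tested compounds plus 3 SD, cut at about 9.9% in these data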;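 also: uninfected addAB+ strain grown without phage in ampicillin broth; 0% = DMSO wells and 100% = ciprofloxacin 0.95 µg/ml wells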
# MITF act – activators of MITF-driven TRPM1 promoter activity in SK-MEL-5 cells | SK-MEL-5 TRPM1-promoter luciferase, 24 h; % of positive control, neutral wells = 0 | hit rate 0.75% among 300,000 | activation, % at 12.5 µM;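 active = mean activation of at least 80% with every replicate also reaching 80%; inconclusive = mean reaches 80% but some replicate falls short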;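 also: 0% = neutral control wells and 100% = parthenolide positive control wells; values of inactives mirror those of a sister screen read the other way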
# CAL PDZ FP-2 – inhibitors of human CAL PDZ peptide binding. hit rate 0.02% among 330,000. purified CAL PDZ, TMR-peptide fluorescence polarization, 1 h. inhibition, % at 20 µM. Q9HD26. AID 504414;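 active = highest replicate inhibition of at least 40%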;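 also: plate controls were DMSO neutral control wells for no effect and unlabeled competitor peptide control wells for full effect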
#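 Assay system – tagged CAL PDZ protein CerCALP, purified · Timing – 1 h at RT · Compound – single point, 20 µM · Measured by – fluorescence polarization from S- and P-plane intensities, G-factor corrected · Evaluation – inhibition from polarization loss · Probe or stimulus – TMR reporter peptide T*-PRC34 · Buffer or medium – pH 7.4 phosphate-saline buffer, reducing agent, detergent, IgG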
# phage Ecoli inh – E. coli growth loss with phage present. growth absorbance. inhibition, % at 11.9 µM. hit rate 0.26% among 360,000; in the data active = inhibition above about 11%
# AddAB inh – less growth of phage-infected E. coli with AddAB; E. coli expressing H. pylori AddAB, absorbance growth; inhibition, % at 11.9 µM; hit rate 0.29% among 330,000; in the data active = inhibition above about 12%;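 also: 0% = vehicle wells of infected cells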
# An asterisk follows results filed as active; ? = inconclusive; nt = not tested or not shown.
structure	Ecoli viability	Tat transport	SR-BI HDL uptake	MITF act	SR-BI uptake up	Wnt act	AddAB inh	CAL PDZ FP-1	CAL PDZ FP-2	phage Ecoli inh
COC(=O)c1ccc(SCC(=O)N2CCC(C)CC2)c([N+](=O)[O-])c1	-1.1	-7	5	0	-5	-4	2.4	0	-0.2	1.1
CCOCCCNC(=O)C(NC(=O)CNC(C)=O)c1ccc(C)cc1 (centres undefined)	-0.7	-6	-7	nt	7	nt	0.6	-2	-0.7	0.8
Nc1c(C(=O)N2CCOCC2)sc2nc(N3CCOCC3)c3c(c12)CCCC3	-0.6	5	0	2	0	-3	-0.5	nt	0.5	-1.0
CC1=CC2=NC(=O)/C(=C\c3cn(C)c4ccccc34)C(=N)N2O1	-0.5	-5	65	-9	-65	-1	0.9	-3	-1.1	2.1
C#CCOC(=O)CN1C(=O)c2cccc3cccc(c23)C1=O	-0.3	-2	-1	-6	1	1	5.7	-1	nt	3.8
CCOC(=O)Cn1c(=N)n(CCOc2ccc(OC)cc2)c2ccccc21	-1.6	-1	-6	-5	6	nt	-0.8	1	-0.9	nt
O=S(=O)(NCC1CCCO1)c1cccc(C(F)(F)F)c1 (centres undefined)	-2.1	-5	-29	-3	29	nt	2.1	-3	nt	-0.1
CCC(C)C(=O)Nc1nccs1 (centres undefined)	-1.6	-8	-14	-11	14	-2	-1.5	2	-0.2	3.0
CN1CCN(S(=O)(=O)c2cccc(C(=O)Oc3ccc(C(C)(C)C)cc3)c2)CC1	-0.1	1	-23	2	23	-1	1.0	-4	-2.3	3.8
Cc1cc2[nH]c3ccccc3c2cn1	-0.2	-5	-1	nt	1	0	-0.3	-5	-1.3	3.2
CCCc1cc(=O)[nH]c(SCC(=O)Nc2ccc(C(=O)Nc3ccccc3OC)cc2)n1	1.3	-1	26	-2	-26	-6	-0.2	3	-0.5	2.5
CC1CCCCN1C(=O)C1CCCN(S(=O)(=O)c2cccc3nsnc23)C1 (centres undefined)	0.1	2	16	1	-16	-3	1.6	4	-1.8	0.9
CC(C)C[C@@H](CN)NC(=O)c1nc[nH]c1C(=O)N[C@@H](C)C(=O)CNC[C@H](C)NC(=O)c1nc[nH]c1C(=O)N[C@@H](Cc1ccccc1)C(=O)O	nt	2	15	2	-15	-4	nt	1	1.0	5.3
O=C(Nc1nc2ccccc2s1)c1cnccn1	-4.7	1	-28	-7	28	nt	-7.6	-6	-1.4	-2.6
COc1ccc(-n2c(C)cc(C(=O)CN3C(=O)NC4(CCc5ccccc54)C3=O)c2C)cc1 (centres undefined)	-0.2	7	24	-13	-24	nt	1.0	-6	-0.3	2.8
COCCN(C(=O)Cc1csc(-c2cccc(Cl)c2)n1)c1c(N)n(Cc2ccccc2)c(=O)[nH]c1=O	nt	2	-8	nt	8	0	nt	-5	-0.9	5.3
COc1ccccc1-c1nc(-c2ccccc2)[nH]c(=O)c1C#N	-1.3	-1	-19	0	19	-1	-0.3	-9	-1.8	5.2
CCC(=O)NCCc1nc2cc(NC(=O)c3cccc([N+](=O)[O-])c3)ccc2n1C	nt	-4	17	nt	-17	16	nt	-1	-1.2	1.8
CC(C)c1cccc(-c2ccc3c(c2)S(=O)(=O)c2cccc(C(=O)NCc4ccco4)c2C3=O)c1	2.0	16	50	-7	-50	-19	4.9	-3	-0.6	2.2
C=CCn1c(SCC(C)=O)nc2scc(-c3ccco3)c2c1=O	-2.3	-6	nt	12	nt	0	1.2	nt	-2.0	-0.7
O=C1CN(C(=O)c2ccc(Br)o2)C(c2ccc(F)cc2)c2cc(Cl)ccc2N1 (centres undefined)	-1.7	11	2	-3	-2	-11	0.8	-5	-1.7	-1.0
COc1ccc(C(=O)OC(C)CN2CCN(C)CC2)cc1 (centres undefined)	-1.2	?	-6	nt	6	2	-0.8	2	0.0	-2.0
O=[N+]([O-])c1c(NCCO)cc(N2CCCCCC2)c2nonc12	-1.1	9	5	3	-5	2	1.0	-9	11	-0.2
Cc1cc(C)n(-c2ccc(C(=O)OCC(=O)NCc3ccc(F)cc3)cc2)n1	-1.5	-5	-20	5	20	-2	3.2	-23	0.1	2.2
N#Cc1c(C(F)(F)F)cc(=O)n2c1[nH]c1ccccc12	nt	1	-22	nt	22	-4	nt	0	0.3	4.4
CC1(CCOCc2ccccc2)NC(=O)NC1=O (centres undefined)	nt	-5	-21	-1	21	-3	nt	nt	-0.8	1.6
COc1ccc(-c2noc(CCC(=O)N3CCN(c4ccccc4C)CC3)n2)cc1	-1.6	7	-10	5	10	-1	-1.2	-1	-1.0	1.5
CC(=O)c1c(OC(=O)c2ccc(C)cc2)c2ccccc2n1C	-0.4	-5	15	-8	-15	-2	-0.3	-3	-2.9	1.9
O=C(O)C1C2CCC(C2)C1C(=O)Nc1cc(F)ccc1F (centres undefined)	0.3	-2	-23	nt	23	nt	0.9	-2	0.2	4.2
O=C(Nc1ccccc1)C(Cc1cccs1)c1nn[nH]n1 (centres undefined)	-2.2	-5	-17	nt	17	-3	1.9	-4	nt	0.0
Cc1onc(-c2ccccc2Cl)c1C(=O)NC(=S)NCCc1ccccc1	-0.8	4	-19	-6	19	nt	1.8	-7	-0.4	1.3
CCN(CC)CCCNC(=O)C(C)n1nc(C)c2sc3ccccc3c2c1=O (centres undefined)	-0.9	1	-18	8	18	-3	1.2	-16	-1.4	1.2
O=C(c1ccc(S(=O)(=O)NCc2ccco2)cc1)N1CCN(c2ccc(F)cc2)CC1	-2.1	2	27	10	-27	2	2.1	-2	-0.4	3.0
Cc1ccccc1-c1cn(-c2ccccc2)c(=S)[nH]1	-2.8	9	2	-2	-2	0	3.1	-4	-2.5	-2.6
CC(=O)c1ccc(NC(=O)/C(Cl)=C/c2ccccc2)cc1	-1.5	-2	4	138*	-4	17	1.9	4	-0.7	3.5
O=C(COC(=O)c1ccccc1[N+](=O)[O-])c1ccc2c(c1)OCO2	0.7	2	9	55	-9	-2	3.4	0	-0.5	3.3
O=C(Nc1cccc(Br)c1)c1cccc(OC(=S)N2CCOCC2)c1	0.2	-9	nt	-10	nt	-1	4.3	-8	-3.9	2.4
O=C(NN1C(=O)C2C3CCC(O3)C2C1=O)c1ccc(Cl)cc1 (centres undefined)	2.0	-7	-13	-3	13	0	3.6	nt	0.3	4.5
O=C(CSc1nnnn1-c1cccnc1)Nc1ccc(F)cc1F	-1.2	1	-9	-4	9	20	-0.5	0	-1.7	3.1
COc1ccc(NC(=O)c2ccc(-c3ccccc3C(F)(F)F)o2)cc1	-3.7	12	5	50	-5	1	1.7	-5	-0.7	1.3
CC(=O)c1cccc(OCC(O)CN2CCN(S(=O)(=O)c3c(F)cccc3F)CC2)c1 (centres undefined)	2.2	1	7	-10	-7	-2	-0.6	0	-0.6	1.4
COc1ccc(-n2c(C)cc(C(=O)COC(=O)c3cc(OC)c(OC)cc3NC(=O)c3cccs3)c2C)cc1	0.4	-1	-3	16	3	-3	-1.4	-1	-3.1	1.2
Cc1ccccc1N=C1SCC(=O)N1Cc1ccccc1	-2.0	0	-1	16	1	-3	1.7	-1	0.6	-0.5
COc1cc(OC)cc(C(=O)N[C@H](C(=O)OCC(=O)Nc2ccc(F)c(F)c2F)C(C)C)c1	1.6	15	20	-4	-20	-1	0.0	-4	1.3	0.3
COc1cc(=O)[nH]c(=O)n1C(=O)Cc1ccccc1	-3.3	0	-20	13	20	nt	-0.3	-1	-2.1	1.4
COc1ccc(NC(=O)COc2coc(CN3CCc4ccccc43)cc2=O)cc1	1.1	-5	-8	-11	8	3	1.5	-3	-1.4	2.2
COCC(C)n1c(C)cc(C(=O)CSc2ccc(NC(C)=O)cc2)c1C (centres undefined)	0.4	-1	8	4	-8	nt	3.0	nt	0.6	1.5
CCOC(=O)c1c(NC(=O)c2cccnc2)sc(C(C)=O)c1C	0.8	-3	46	7	-46	-3	0.7	-3	-2.4	3.4
COc1cc(/C=C/C(=O)OCC(=O)NCc2ccco2)ccc1OC(F)F	2.3	3	-5	-13	5	-1	1.4	1	-3.3	0.9
COc1ccc(C2C(C#N)=C(N)Oc3c2oc(CO)cc3=O)c(OC)c1OC (centres undefined)	1.3	-2	-2	nt	2	-3	2.6	18	1.1	1.8
COc1ccc(/C=C/CN2CCCC(C(=O)c3ccc(OC)c(F)c3)C2)cc1 (centres undefined)	2.2	2	12	0	-12	-2	0.8	-2	0.6	0.5
c1cnc(N2CC[N+]3(CCCC3)CC2)nc1	-1.3	6	-12	0	12	-1	1.4	-5	nt	2.7
CCn1nc(C)c(CCC(=O)O)c1C	-0.2	24	-16	-10	16	0	-0.3	-2	-2.3	0.6
CC1(C)C/C(=N\O)c2cc3c(nc2C1)CCCC3	-2.6	-1	-15	-7	15	1	-1.0	0	-1.4	3.6
O=C(CN1CCN(S(=O)(=O)N2CCCCC2)CC1)Nc1cc(Cl)cc(Cl)c1	-0.4	-4	14	-14	-14	-3	1.9	-4	-3.6	1.4
O=C(Nc1ccccc1F)c1oc2ccccc2c1NC(=O)C1CC1	2.0	-1	4	13	-4	0	4.2	1	0.1	1.7
Cc1ccc(S(=O)(=O)N(CC(=O)NCCSc2ccccn2)c2ccc(C)c(C)c2)cc1	-0.3	14	-31	4	31	-4	6.9	-2	-0.2	1.6
O=C(OCC(=O)N1CCOCC1)c1ccc(Br)cc1	1.8	-11	nt	nt	nt	-1	2.1	-1	-1.9	2.6
Cc1nc2ccc(S(=O)(=O)N(C)CC(=O)Nc3ccccc3F)cc2s1	1.5	-16	-20	-5	20	-1	0.0	-4	-3.8	1.4
CC(C)(C)NC(=O)CN(C(=O)CCC(=O)Nc1nccs1)c1ccc(F)cc1	-0.4	-3	-2	4	2	0	-1.9	3	-0.1	1.7
O=C(NNS(=O)(=O)c1ccc2ccccc2c1)c1cccs1	0.7	15	-23	2	23	nt	3.6	-3	-0.9	2.9
Cc1ccc(C(=O)N/N=C\c2cccs2)cn1	2.6	0	-8	9	8	14	1.6	-4	0.0	6.0

# Compound profiles, from the list above. Order of screens: Ecoli viability	Tat transport	SR-BI HDL uptake	MITF act	SR-BI uptake up	Wnt act	AddAB inh	CAL PDZ FP-1	CAL PDZ FP-2	phage Ecoli inh
# Profile of CCOC(=O)c1c(NC(=O)c2cccnc2)sc(C(C)=O)c1C = 0.8	-3	46	7	-46	-3	0.7	-3	-2.4	3.4
# Profile of O=C(NNS(=O)(=O)c1ccc2ccccc2c1)c1cccs1 = 0.7	15	-23	2	23	nt	3.6	-3	-0.9	2.9
